# Bioassay records: PubChem BioAssay, several laboratories
# MCL1 BIM primary: inhibitors of MCL1 binding to BIM-BH3, primary screen, biochemical, fluorescence polarization | Induced myeloid leukemia cell differentiation protein Mcl-1 (Homo sapiens), Q07820 | GST-MCL1 / FITC-Bim-BH3 fluorescence polarization | inhibition, % at 10.9 µM | 320,000 tested, 0.68% active;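 active = inhibition above the mean inhibition of all tested compounds plus 3 SD, set per campaign, cut at about 40% in these data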;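 also: 0% = DMSO wells and 100% = unlabeled Bim-BH3 peptide control; higher means more loss of mP so more displacement of Bim peptide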
# MEX-5 binding: MEX-5 zinc finger RNA-binding disruptors – biochemical, C. elegans, fluorescence polarization, MLPCN library, primary screen; MEX-5/FITC-TCR2 RNA binding; active compounds read low; AID 1832, 2009; Zinc finger protein mex-5 (Caenorhabditis elegans), Q9XUB2; 300,000 tested, 0.38% active; activity score (negative = inhibition of binding), % at 10 µM;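 active = inhibition past about -25% in most replicates, and total fluorescence under double the plate's negative control median, limit read from the data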;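 also: 0% = DMSO and -100% = 5 µM competing unlabeled TCR2 RNA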
# BCLXL inh: inhibitors of human Bcl-xL, primary screen, biochemical, fluorescence polarization, HTS | GST-Bcl-xL / FITC-Bim BH3 peptide fluorescence polarization | 320,000 tested, 0.7% active | AID 2129, 2009 | Bcl-2-like protein 1 (Homo sapiens), Q07817 | inhibition, % at 10.9 µM;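 active = inhibition above the mean of all tested compounds plus 3 SD, cutoff set per campaign, cut at about 30% in these data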;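 also: 0% = DMSO wells and 100% = unlabeled Bim-BH3 peptide competitor; inhibitors lower millipolarization by displacing the labeled peptide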
# Fam108B inh: mouse Fam108B serine hydrolase inhibitors, primary screen, counter-screen for RBBP9 inhibitor project, biochemical, fluorescence polarization; AID 1947, 2009; inhibition, % at 9.51 µM; 300,000 tested, 0.33% active; recombinant Fam108B, FP-Rh probe fluorescence polarization;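 active = inhibition above the screen mean inhibition plus 3 SD, computed separately per campaign, cut at about 18% in these data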;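 also: inhibitors lower polarization as less probe binds the enzyme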
# GLD-1 TGE inh: GLD-1/TGE RNA complex disruptors, primary screen, biochemical, fluorescence polarization; Female germline-specific tumor suppressor gld-1 (Caenorhabditis elegans), Q17339; inhibition, % at 5.96 µM; purified GLD-1 + fluorescein TGE RNA; AID 2280, 2010; 320,000 tested, 0.44% active;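 active = percent inhibition above a per-plate cutoff, the plate mean of test compounds plus 3 SD, cut at about 30% in these data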;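 also: 0% = DMSO wells with GLD-1 and probe and 100% = wells lacking GLD-1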
# CIT2 TOR yeast: modulators of CIT2-GFP expression in yeast, primary screen, S. cerevisiae, GFP fusion, multiplex flow cytometry, MLPCN library; S. cerevisiae CIT2-GFP strain, 3 h; 100 means same as DMSO wells; GFP response vs DMSO, % at 10 µM; 320,000 tested, 0.065% active;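 active = GFP response relative to DMSO above a set limit, near the screen mean plus 3 SD, cut at about 150% in these data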;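 also: ratio of well median GFP fluorescence to mean of DMSO wells on the plate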
# AGP1 TOR yeast: modulators of AGP1-GFP expression in yeast TOR pathway, primary screen, cell-based, multiplex flow cytometry, S. cerevisiae, MLPCN library | 3 h; GFP as percent of DMSO wells | 320,000 tested, 0.02% active | GFP response vs DMSO, % at 10 µM;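 active = GFP response relative to DMSO above a set limit, near screen average plus 3 SD, cut at about 150% in these data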;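 also: median GFP channel fluorescence of the gated AGP1 strain per well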
# VLA-4 inh: inhibition in human VLA-4 binding assay, primary screen, VLA-4 allosteric modulator project, MLPCN library, flow cytometry, VLA-4 expressing cells | 330,000 tested, 0.2% active | ligand binding flow cytometry | inhibition, % (about 7 µM as worked out from the volumes in the protocol) | AID 2557, 2010 | Integrin alpha-4 (Homo sapiens), P13612; in the data active = inhibition above about 50%
# Target sequence (P13612 whole entry, looked up): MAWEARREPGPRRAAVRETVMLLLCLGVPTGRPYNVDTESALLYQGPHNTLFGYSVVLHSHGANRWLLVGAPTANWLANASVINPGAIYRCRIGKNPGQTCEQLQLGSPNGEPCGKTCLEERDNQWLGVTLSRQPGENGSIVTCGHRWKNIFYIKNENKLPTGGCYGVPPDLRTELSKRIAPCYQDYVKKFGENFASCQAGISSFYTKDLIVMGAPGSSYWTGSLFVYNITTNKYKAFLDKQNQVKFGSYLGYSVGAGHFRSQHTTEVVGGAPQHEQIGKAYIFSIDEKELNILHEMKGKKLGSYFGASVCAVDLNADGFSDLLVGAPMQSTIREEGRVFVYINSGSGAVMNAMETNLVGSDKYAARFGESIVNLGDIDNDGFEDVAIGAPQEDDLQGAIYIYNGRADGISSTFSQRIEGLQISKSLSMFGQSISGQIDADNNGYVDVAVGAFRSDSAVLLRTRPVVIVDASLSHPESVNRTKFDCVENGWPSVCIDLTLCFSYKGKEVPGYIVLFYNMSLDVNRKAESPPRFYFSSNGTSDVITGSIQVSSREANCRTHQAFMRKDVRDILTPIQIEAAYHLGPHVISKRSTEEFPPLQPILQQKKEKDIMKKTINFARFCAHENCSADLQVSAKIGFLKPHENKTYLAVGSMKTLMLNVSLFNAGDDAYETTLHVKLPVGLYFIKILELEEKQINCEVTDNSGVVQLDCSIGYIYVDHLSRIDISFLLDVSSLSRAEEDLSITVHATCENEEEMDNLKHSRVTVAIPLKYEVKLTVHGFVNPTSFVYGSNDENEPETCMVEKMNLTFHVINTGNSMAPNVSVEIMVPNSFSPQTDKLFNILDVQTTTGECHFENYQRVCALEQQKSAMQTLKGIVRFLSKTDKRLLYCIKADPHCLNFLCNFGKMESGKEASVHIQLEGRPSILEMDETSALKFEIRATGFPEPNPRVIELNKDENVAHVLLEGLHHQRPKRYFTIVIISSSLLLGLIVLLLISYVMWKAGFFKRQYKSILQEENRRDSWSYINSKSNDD
# GRK2 aptamer HTS: compounds blocking aptamer binding on GRK2 – biochemical, human GRK2, bead flow cytometry, HTS, primary screen; 330,000 tested, 0.59% active; Beta-adrenergic receptor kinase 1 (Homo sapiens), P25098; FAM-aptamer displacement from GRK2; inhibition of aptamer binding, % at 10 µM; AID 488847, 2010;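 active = inhibition of aptamer binding above 40%, roughly 3 SD of noise, on plates passing a quality check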;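 also: median bead fluorescence of bound FAM aptamer so fluorescent compounds give negative values; no value below 0 was filed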
# * hit, by the source's call; . = not tested or not shown.
item	Compound	MCL1 BIM primary	MEX-5 binding	BCLXL inh	Fam108B inh	GLD-1 TGE inh
1	COC(=O)c1c(NC(=O)c2nn(C)cc2Cl)sc2c1CCCC2	1	3.8	9	-8	6
2	CCC1(CC)N=C(c2ccccc2)C(=S)N1	5	3.3	5	3	12
3	Cc1c(N(C)C(=O)c2ccco2)c(=O)n(-c2ccccc2)n1C	-3	0.8	5	0	-2
4	Nc1ccc(N(CCO)CCO)cc1	43*	-28*	42*	6	22
5	Cc1ccc(S(=O)(=O)Nc2ccccc2C(=O)N2CCN(C)CC2)cc1	3	0.9	3	3	6
6	Cc1cc(C(=O)C(=O)N(C)C)c(C)n1-c1ccc([N+](=O)[O-])cc1	2	-2.2	3	-1	5
7	O=C(CN1C(=O)C2C3C=CC(C3)C2C1=O)N1CC=C(c2ccccc2)CC1 (centres undefined)	4	-1.9	3	2	2
8	CCCCSc1nc(O)c(C2OC(=O)c3c2ccc(OC)c3OC)c(=O)n1-c1ccccc1 (centres undefined)	1	1.7	-5	-2	7
9	CCCCn1c(N)c(N(CC(C)C)C(=O)CCC2CCCCC2)c(=O)[nH]c1=O	-11	2.1	2	2	7
10	Cc1cc(S(=O)(=O)Nc2ccc(C(=O)NCc3ccncc3)cc2)ccc1F	11	-3.8	13	1	7

item	CIT2 TOR yeast	AGP1 TOR yeast	VLA-4 inh	GRK2 aptamer HTS
1	95	93	19	0
2	90	102	2	5
3	92	98	-237	2
4	92	91	-35	4
5	109	109	1	5
6	112	98	2	0
7	103	99	-16	3
8	97	95	8	0
9	106	100	-12	0
10	95	106	8	0

# More structures.
item	Compound	MCL1 BIM primary	MEX-5 binding	BCLXL inh	Fam108B inh	GLD-1 TGE inh
11	COc1ccc(NC(=O)CSc2nnc(-c3ccncc3)o2)c([N+](=O)[O-])c1	2	4.1	-1	0	4
12	C=CCNC(=O)c1scc2c1CCCC2	-2	-0.2	5	2	1
13	COc1ccc2nc(COC(=O)c3ccco3)c(C(C)=O)[n+]([O-])c2c1	5	-0.6	6	-6	21
14	Nc1nc(CN2CCc3ccccc3C2)nc(Nc2ccccc2)n1	3	1.5	2	-1	1
15	CCCCN(CC)CCNC(=O)C1CCN(S(=O)(=O)c2cccc3nsnc23)CC1	4	0.1	8	9	-2
16	COc1ccc(C2C=C(C)Nc3ncnn32)cc1 (centres undefined)	3	.	3	-1	-1
17	COc1ccc(CCN2CC(C(=O)OCC(=O)N(C)Cc3ccccc3)CC2=O)cc1OC (centres undefined)	-5	.	-2	.	9
18	CCOC(=O)C1CCCN(C(=O)CCc2nc3sc4c(c3c(=O)[nH]2)CCCC4)C1 (centres undefined)	5	.	-4	.	-1
19	CC1=C(C(=O)N2CCOCC2)C(c2ccc(Br)cc2)NC(=S)N1c1ccccc1 (centres undefined)	3	0.9	9	4	-2
20	CC1CN(C(=O)c2ccc(-c3ccccc3Cl)o2)CC(C)O1 (centres undefined)	0	3.5	0	2	7

item	CIT2 TOR yeast	AGP1 TOR yeast	VLA-4 inh	GRK2 aptamer HTS
11	91	87	3	5
12	86	95	9	1
13	93	97	0	1
14	101	95	-5	0
15	103	97	-5	0
16	100	103	3	0
17	97	104	17	0
18	101	95	12	0
19	83	98	13	3
20	91	96	0	1

# Some of the entries so far, bar-delimited.
cpd | molecule | MCL1 BIM primary | MEX-5 binding | BCLXL inh | Fam108B inh | GLD-1 TGE inh | CIT2 TOR yeast | AGP1 TOR yeast | VLA-4 inh | GRK2 aptamer HTS
4 | Nc1ccc(N(CCO)CCO)cc1 | 43* | -28* | 42* | 6 | 22 | 92 | 91 | -35 | 4
5 | Cc1ccc(S(=O)(=O)Nc2ccccc2C(=O)N2CCN(C)CC2)cc1 | 3 | 0.9 | 3 | 3 | 6 | 109 | 109 | 1 | 5
6 | Cc1cc(C(=O)C(=O)N(C)C)c(C)n1-c1ccc([N+](=O)[O-])cc1 | 2 | -2.2 | 3 | -1 | 5 | 112 | 98 | 2 | 0
7 | O=C(CN1C(=O)C2C3C=CC(C3)C2C1=O)N1CC=C(c2ccccc2)CC1 (centres undefined) | 4 | -1.9 | 3 | 2 | 2 | 103 | 99 | -16 | 3
8 | CCCCSc1nc(O)c(C2OC(=O)c3c2ccc(OC)c3OC)c(=O)n1-c1ccccc1 (centres undefined) | 1 | 1.7 | -5 | -2 | 7 | 97 | 95 | 8 | 0
9 | CCCCn1c(N)c(N(CC(C)C)C(=O)CCC2CCCCC2)c(=O)[nH]c1=O | -11 | 2.1 | 2 | 2 | 7 | 106 | 100 | -12 | 0
10 | Cc1cc(S(=O)(=O)Nc2ccc(C(=O)NCc3ccncc3)cc2)ccc1F | 11 | -3.8 | 13 | 1 | 7 | 95 | 106 | 8 | 0
11 | COc1ccc(NC(=O)CSc2nnc(-c3ccncc3)o2)c([N+](=O)[O-])c1 | 2 | 4.1 | -1 | 0 | 4 | 91 | 87 | 3 | 5
12 | C=CCNC(=O)c1scc2c1CCCC2 | -2 | -0.2 | 5 | 2 | 1 | 86 | 95 | 9 | 1
13 | COc1ccc2nc(COC(=O)c3ccco3)c(C(C)=O)[n+]([O-])c2c1 | 5 | -0.6 | 6 | -6 | 21 | 93 | 97 | 0 | 1
14 | Nc1nc(CN2CCc3ccccc3C2)nc(Nc2ccccc2)n1 | 3 | 1.5 | 2 | -1 | 1 | 101 | 95 | -5 | 0
15 | CCCCN(CC)CCNC(=O)C1CCN(S(=O)(=O)c2cccc3nsnc23)CC1 | 4 | 0.1 | 8 | 9 | -2 | 103 | 97 | -5 | 0
16 | COc1ccc(C2C=C(C)Nc3ncnn32)cc1 (centres undefined) | 3 | . | 3 | -1 | -1 | 100 | 103 | 3 | 0
17 | COc1ccc(CCN2CC(C(=O)OCC(=O)N(C)Cc3ccccc3)CC2=O)cc1OC (centres undefined) | -5 | . | -2 | . | 9 | 97 | 104 | 17 | 0

# Additional results follow.
item	Compound	MCL1 BIM primary	MEX-5 binding	BCLXL inh	Fam108B inh	GLD-1 TGE inh
21	CCOc1ccc(C(=O)N2CCN(c3ccccn3)CC2)cc1OCC	-3	-3.0	1	-4	-5
22	O=C1Nc2ccccc2OCc2c1cccc2[N+](=O)[O-]	9	-1.9	6	1	3
23	C#CCOCCOCCOCCNc1nc(N2CCN(C(=O)[C@H]([C@@H](C)CC)n3cc([C@@H](N)CO)nn3)CC2)nc(N2CCN(C(=O)[C@H]([C@@H](C)CC)n3cc([C@@H](N)Cc4ccc(O)cc4)nn3)CC2)n1	13	-3.2	12	-1	0
24	Cc1ccc(-n2c(C)nnc2SCC(=O)N(C)c2c(N)n(Cc3ccccc3)c(=O)[nH]c2=O)cc1	-10	.	-7	.	-3
25	CC(=O)NC(Cc1ccc(O)cc1)C(=O)NN (centres undefined)	-6	-3.1	-3	-2	-8
26	O=C(Nc1ccc2c(c1)C(=O)NC2=O)c1ccccc1Cl	-4	1.3	3	0	4
27	C#CC(CC)(CC)NC(=O)Nc1ccccc1C(=O)OC	0	0.2	4	-1	-3
28	COc1ccc(C=C(c2ccc(OC)cc2)c2ccc(OC)cc2)cc1	1	0.7	6	2	2
29	N/C(=N\C(=S)Nc1ccccc1)c1ccccc1	19	-0.5	8	4	4
30	COc1ccc(-c2c(C(F)(F)F)nn(C)c2NC(=O)c2cccnc2)cc1	0	-0.4	4	0	-7

item	CIT2 TOR yeast	AGP1 TOR yeast	VLA-4 inh	GRK2 aptamer HTS
21	99	95	1	3
22	99	100	-6	0
23	67	75	12	0
24	94	104	8	0
25	91	99	4	0
26	102	105	-24	1
27	101	105	0	0
28	111	105	-1	4
29	96	100	6	2
30	105	102	0	0

# Results in GRK2 aptamer HTS (2 entries from above):
entry | smiles | GRK2 aptamer HTS
23 | C#CCOCCOCCOCCNc1nc(N2CCN(C(=O)[C@H]([C@@H](C)CC)n3cc([C@@H](N)CO)nn3)CC2)nc(N2CCN(C(=O)[C@H]([C@@H](C)CC)n3cc([C@@H](N)Cc4ccc(O)cc4)nn3)CC2)n1 | 0
24 | Cc1ccc(-n2c(C)nnc2SCC(=O)N(C)c2c(N)n(Cc3ccccc3)c(=O)[nH]c2=O)cc1 | 0

# Other records:
item	Compound	MCL1 BIM primary	MEX-5 binding	BCLXL inh	Fam108B inh	GLD-1 TGE inh
31	CCCCCCCC1(C)NC(=O)N(CC(=O)Nc2cc(C)on2)C1=O (centres undefined)	9	1.0	4	-5	1
32	CC(=O)N1CCc2c(sc(NC(=O)c3cccc(N4C(=O)CCC4=O)c3)c2C(N)=O)C1	-7	2.1	0	5	-19
33	C=CCn1c(SCC(=O)Nc2ccc(C(=O)O)cc2)nnc1-c1cccnc1	6	0.2	0	12	-3
34	O=C(Nc1cccc(Cl)c1)N1CCN(C/C=C/c2ccccc2)CC1	12	-0.9	5	-3	0
35	Cc1ccc2ccc3ccc(C)nc3c2n1	-4	7.6	-6	-5	0
36	CNc1oc(-c2ccccc2Cl)nc1P(=O)(c1ccccc1)c1ccccc1	5	-1.3	3	9	-1
37	CCN(CC)C(=O)CCc1nc2sc3c(c2c(=O)[nH]1)CCCC3	-2	-0.2	-2	-6	1
38	COCCNC(=O)c1oc2ccc3c(c2c1C)C(O)CC(C)(C)O3 (centres undefined)	.	1.5	.	.	.
39	O=C(CSc1nnc(SCc2ccccc2)s1)N/N=C/c1ccc(Cl)cc1Cl	13	0.2	7	3	3
40	Cc1ccccc1NC(=O)NCc1ccco1	-2	1.4	-2	-3	6

item	CIT2 TOR yeast	AGP1 TOR yeast	VLA-4 inh	GRK2 aptamer HTS
31	107	98	-3	4
32	116	114	15	10
33	104	99	-5	37
34	112	104	25	1
35	101	93	0	2
36	99	105	3	0
37	104	105	-3	1
38	96	93	7	3
39	100	100	16	0
40	100	101	-4	0

# The list goes on:
item	Compound	MCL1 BIM primary	MEX-5 binding	BCLXL inh	Fam108B inh	GLD-1 TGE inh
41	O=C(COC(=O)CN1C(=O)c2ccccc2C1=O)Nc1ccccc1[N+](=O)[O-]	0	.	1	.	3
42	COC(=O)c1cc(S(=O)(=O)NCC2CCN(CCc3cccs3)CC2)c[nH]1	0	1.4	8	0	-3
43	O=C1NCCCC1C(=O)N/N=C/c1ccccc1[N+](=O)[O-] (centres undefined)	10	-0.8	8	-4	-2
44	Oc1ccccc1C=NC1CCCCC1N=Cc1ccccc1O (centres undefined)	4	-0.1	3	2	-9
45	CC(=O)NC1=NN(C(C)=O)C(C)(c2ccc(Cl)s2)S1 (centres undefined)	1	-0.9	11	-2	1
46	COc1cc(OC)cc(C(=O)NN2CCCCC2)c1	-2	0.8	4	0	5
47	COc1ccc(Cn2ccc(=O)c(Cc3c(Cl)cccc3Cl)c2C)cc1	-2	2.2	0	-1	-4
48	Cc1nnc(SCCC(=O)Nc2ccc(F)cc2)s1	-5	1.9	-5	0	1

item	CIT2 TOR yeast	AGP1 TOR yeast	VLA-4 inh	GRK2 aptamer HTS
41	93	103	1	1
42	99	98	23	0
43	118	112	17	0
44	100	100	7	1
45	94	96	15	0
46	104	102	11	2
47	102	96	2	1
48	103	108	6	2
